From PubChem BioAssay
RGS8-Gao reg – modulates binding of RGS8 to human Galphao | P09471 | multiplexed bead flow cytometry; actives lie on both sides | response (percent of control binding), % at 10 µM | 220,000 tested, 0.34% active | AID 1423; in the data active means response below about 60% or above about 140%; inactive means in between;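 further: Galphao activated as the GDP aluminium fluoride complex binding bead-coupled RGS8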
Target sequence (P09471 whole entry, looked up): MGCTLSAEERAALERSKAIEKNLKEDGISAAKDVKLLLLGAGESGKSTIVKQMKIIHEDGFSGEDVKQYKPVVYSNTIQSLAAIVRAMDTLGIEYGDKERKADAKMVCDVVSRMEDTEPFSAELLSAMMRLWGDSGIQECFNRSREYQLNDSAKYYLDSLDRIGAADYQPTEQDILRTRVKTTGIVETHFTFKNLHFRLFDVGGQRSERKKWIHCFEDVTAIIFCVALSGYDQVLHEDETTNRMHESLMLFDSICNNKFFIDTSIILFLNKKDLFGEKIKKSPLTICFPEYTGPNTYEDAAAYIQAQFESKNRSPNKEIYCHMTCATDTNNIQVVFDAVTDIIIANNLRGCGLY
Mcl-1 Bim block – disrupts Bim peptide binding to human Mcl-1; 190,000 tested, 0.1% active; Bead-based flow cytometry, Bim peptide-Mcl-1 binding; inhibition, % at 10 µM; Q07820; in the data active means inhibition above about 40%;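 further: 0% = no compound tracer wells and 100% = peptide blocker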
Target sequence (Q07820 whole entry, looked up): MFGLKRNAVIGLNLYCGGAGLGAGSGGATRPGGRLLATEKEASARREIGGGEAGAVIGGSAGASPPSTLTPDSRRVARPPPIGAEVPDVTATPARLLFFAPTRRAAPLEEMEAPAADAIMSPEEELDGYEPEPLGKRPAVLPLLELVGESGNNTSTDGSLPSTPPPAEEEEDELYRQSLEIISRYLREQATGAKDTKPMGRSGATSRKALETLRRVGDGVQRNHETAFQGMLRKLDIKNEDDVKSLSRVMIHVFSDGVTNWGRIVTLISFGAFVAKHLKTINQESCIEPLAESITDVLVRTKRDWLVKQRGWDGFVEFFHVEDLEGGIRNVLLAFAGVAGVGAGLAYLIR
ABCG2 block – inhibitors of human ABCG2 transporter, ABCB1 counter-screen; Q9UNQ0; IgMXP3 cells, JC-1 efflux, flow cytometry; inhibition, % at 6.6 µM; 190,000 tested, 0.1% active; AID 1325;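 active means inhibition above 80%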;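 further: 0% = DMSO and 100% = nicardipine control wells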
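Measure – % inhibition of efflux relative to nicardipine and DMSO · Test system – ABCG2 IgMXP3 and barcoded ABCB1 CCRF-Adr cell mix · Control set – nicardipine as high control, DMSO as low control · Compound – one concentration, 6.6 µM final · Signal – flow cytometry of retained JC-1 fluorescence · Timing – 10 min exposure at 25 °C with rotation, no wash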
Mcl1 Noxa PPI – Mcl-1/Noxa interaction inhibition. inhibition, % at 21.7 µM. Q07820. TR-FRET Mcl-1/Noxa peptide binding, 2 h. 220,000 tested, 1.5% active;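 active means compounds that cut the protein-peptide binding signal by more than 50% relative to plate controls in a single-dose test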;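 further: His-tagged Mcl-1 with rhodamine Noxa BH3 peptide and terbium anti-His antibody; 0% = Mcl-1 plus Noxa peptide wells and 100% = peptide-only wells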
GSH bead fluor – compound fluoresces at 488/530 nm on GSH beads. 190,000 tested, 0.25% active. fluorescence (KMESF) at 10 µM. GSH beads flow cytometry, compound fluorescence 488/530 nm; stronger effect = higher value. AID 1776; in the data active means fluorescence above about 89;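 further: glutathione beads carrying GST-tagged Bcl family fusion proteins plus one bare bead set; values are compound well signal with DMSO vehicle wells as background; inactives centre near 16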
RGS7-Gao reg – modulates binding of RGS7 to human Galphao; 220,000 tested, 0.35% active; Multiplexed bead flow cytometry; actives lie on both sides; AID 1439; P09471; binding response (% of control), % at 10 µM; in the data active means binding response below about 49% or above about 150%; inconclusive means no clear call, values can overlap the other calls; inactive means in between;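 further: fluorescent Galphao held in activated GDP-AlF4 state binding bead-coupled RGS7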
Mcl1-Bid inh – disrupts binding of human Mcl-1 to Bid peptide. inhibition, % at 21.7 µM. TR-FRET Mcl-1/Bid-Dy647 peptide binding, 1536-well. AID 1021. 220,000 tested, 0.97% active. Q07820;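 active means compounds that cut the binding signal by more than half at the single screening dose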;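 further: His-tagged Mcl-1 with europium anti-His antibody binding Bid BH3 peptide; 0% = Mcl-1 plus peptide wells and 100% = peptide-only wells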
Avidin bead fluor – avidin bead compound fluorescence profile. 220,000 tested, 0.38% active. Avidin beads, compound fluorescence 488/530 nm, flow cytometry; stronger effect = higher value. fluorescence (KMESF) at 10 µM; in the data active means fluorescence above about 47; further: inactives centre near 10
ABCB1 block – human ABCB1 inhibition, ABCG2 as counter-screen. inhibition, % at 6.6 µM. P08183. CCRF-Adr cells, JC-1 efflux, flow cytometry. 190,000 tested, 0.067% active; in the data active means inhibition above about 40%;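 further: 0% = vehicle and 100% = reference inhibitor; higher value means more JC-1 retained so stronger ABCB1 efflux block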
Pf gametocyte – kills late stage P. falciparum gametocytes; P. falciparum stage V gametocytes, ATP luminescence, 24 h; inhibition, % at 10.9 µM; 150,000 tested, 0.065% active; AID 743093;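 active means inhibition above the mean plus 3 SD of compounds within the control limits, set per campaign, cut at about 38% in these data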;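 further: 0% = DMSO wells and 100% = medium only without gametocytes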
RGS4-Gao reg – modulates binding of RGS4 to human Galphao | 220,000 tested, 0.33% active | Multiplexed bead flow cytometry; actives lie on both sides | binding response (% of control), % at 10 µM; in the data active means binding response below about 49% or above about 150%; inactive means in between;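 further: fluorescent Galphao activated with aluminum fluoride binding bead-coupled RGS4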
* marks the source's active call; other numbers are inactive results; u = inconclusive; x = not tested or not shown; [ ] = another dose, or the depositor's remark.

Under each structure: GSH bead fluor	ABCG2 block	Pf gametocyte	Mcl1-Bid inh	ABCB1 block	Mcl-1 Bim block	RGS4-Gao reg	RGS8-Gao reg	Avidin bead fluor	RGS7-Gao reg	Mcl1 Noxa PPI
> COc1ccc(Cl)cc1NC(=S)N1CCC(c2ccc(C)cc2)C1 (centres undefined)
 : 9	6	-8	-21	-0.3	-1	95	100	8	93	-8
> CCCCC(CC)C(=O)NCC(C)NC(=O)C(CC)CCCC (centres undefined)
 : 5	4	x	-1	0.8	-5	94	96	12	94	22
> CS(=O)(=O)NN1C(=O)c2ccccc2NC1c1cccc(O)c1 (centres undefined)
 : 12	0	19	-9	-0.7	5	98	101	5	104	4
> C=CCN(C(=O)CCC(=O)Nc1cc(C)on1)C(C(=O)NC1CCCC1)c1cccnc1 (centres undefined)
 : 10	2	-12	-6	0.1	0	109	110	16	110	1
> COC(=O)[C@@]1(Cc2ccc(OC)cc2)[C@@H]2C(=CC(=O)[C@H]2CC(=O)C(=O)N2CCCC2)CN1C(=O)c1ccccc1
 : 19	26	x	-6	11	0	102	101	11	101	6
> N#CC1=C(N)OC2=C(C(=O)CCC2)C1c1ccsc1 (centres undefined)
 : 16	0	10	0	0.1	-1	98	101	8	96	9
> Cc1cc(C)cc(NC(=O)C(=O)NCCc2c[nH]c3ccccc23)c1
 : 14	3	x	-38	-0.1	0	101	104	9	u	14
> Cc1ccc(C(=O)N2CCN(c3ccc(NC(=S)NC(=O)Cc4ccccc4)cc3)CC2)cc1
 : 25	2	x	-80	0.8	-2	105	106	4	108	1
> CN(Cc1ccccc1)c1ccc(S(=O)(=O)N2CCC(C(=O)O)CC2)cc1[N+](=O)[O-]
 : 26	19	-6	-8	2.5	4	100	99	10	93	3
> COc1ccc(CCN2C(=O)CC(N3CCOCC3)C2=O)cc1OC (centres undefined)
 : 18	-10	x	0	-0.2	0	101	98	6	102	-22
> O=C(Oc1ccc(NC(=O)c2cc3c(cc2Br)OCO3)cc1)c1ccccc1
 : x	x	x	-13	x	x	111	104	3	u	-3
> CCOc1c(Br)cc(CNc2ccc3c(c2)OCCO3)cc1OC
 : 16	7	x	-29	2.5	0	103	100	28	100	4
> O=C(NC(Cc1ccccc1)C(=O)O)C1CCCCC1 (centres undefined)
 : 12	4	x	-5	-0.1	-2	99	102	6	96	-9
> CC(C)Cc1c(O)nc(SCC(=O)Nc2ccc3c(c2)CCC3)[nH]c1=O
 : 14	1	9	-11	-0.2	-3	97	100	7	98	11
> COc1ccccc1NC(=S)N1CCN(C/C=C/c2ccccc2)CC1
 : 9	1	-17	-58	0.1	-5	101	102	6	98	-10
> Cc1ccccc1NC(=O)N1CCN(S(=O)(=O)c2ccccc2)CC1
 : 17	4	6	-21	1.1	-2	98	95	2	92	-11
> CCOc1ccccc1NS(=O)(=O)c1c(C)noc1C
 : 21	-1	-17	-11	-0.8	4	97	95	19	92	4
> C#CCn1c(-c2cccs2)nc2ccccc21
 : 11	1	-20	-23	0.2	-2	96	102	21	96	-4
> Cc1ccc(CNC(=O)c2cc3c(=O)n4ccccc4nc3n(CC3CCCO3)c2=N)cc1 (centres undefined)
 : 11	5	x	-4	5.2	-4	98	101	35	101	12
> C=CCn1c(COc2cc(C)ccc2C(C)C)nnc1SCC(=O)c1c(N)n(C)c(=O)n(C)c1=O
 : 11	7	-5	25	0.7	-2	101	111	3	104	-46
> O=C(Cc1ccc(S(=O)(=O)N2CCCC2)s1)N1CCOCC1
 : 13	-7	x	-40	-0.3	1	100	99	7	102	16
> CCN1CCN(C(c2cccc(OC)c2OC)c2nnnn2Cc2ccco2)CC1 (centres undefined)
 : 10	0	x	-27	0.1	-3	95	97	10	99	-1
> C/C(=N/NC(=O)c1ccc(Br)o1)c1cccc(NC(=O)c2ccc(C)o2)c1
 : 16	-1	x	-25	0.3	-4	99	98	8	96	-15
> CC(C)Cn1c(N)c(C(=O)COC(=O)c2cnc(Cl)c(Cl)c2)c(=O)n(C)c1=O
 : 11	1	x	2	0.6	0	101	102	24	100	-11
> CCOc1ccc(OCC)c(-c2c(=O)n(OCc3ccccc3C(=O)OC)c3ccccc3[n+]2[O-])c1
 : 9	6	-14	-8	1.4	1	98	101	18	103	-13
> CC12C(=O)N(CCC(=O)O)C(=O)C1C1C=CC2C1 (centres undefined)
 : 41	0	x	-12	0.3	-1	104	101	18	107	9
> O=C(CSc1nc2ccccc2o1)c1cc2ccccc2oc1=O
 : 23	-2	1	-34	-0.8	1	109	108	21	107	18
> CNC(=O)COC(=O)/C=C/c1cn(-c2ccccc2)nc1-c1ccc2c(c1)OCCO2
 : 15	9	-14	7	1.8	0	104	101	9	102	8
> COc1ccc(OC)c(NC(=O)Cc2coc3ccc4ccccc4c23)c1
 : 32	5	2	3	1.4	2	104	101	8	95	15
> Cc1nn(Cc2ccc(Cl)cc2Cl)c(C)c1NC(=O)c1nn(C)cc1Cl
 : 13	5	x	-3	1.6	-1	91	95	35	89	5
> Cc1cc(/C=C2/SC(=O)N(CC(=O)OC(C)C)C2=O)c(C)n1C
 : 33	50	10	-21	0.7	-4	101	102	11	101	-1
> Cc1cc2ccccc2c(=O)n1CC(=O)Nc1ccc2c(c1)OCO2
 : 13	4	-16	-1	0.8	-2	100	98	22	103	11
> O=C(/C=C/c1cc([N+](=O)[O-])ccc1OC(F)F)Nc1ccc(OC(F)F)cc1
 : 18	16	-26	1	0.8	-4	101	101	11	100	6
> Cc1cc(C)c2[nH]c(O)c(N=NC3=NC(=O)CS3)c2c1
 : x	x	5	-34	x	x	283*[activator]	116	124*	x	48
> COc1ccc(N2CC(C(=O)NC3=NCCS3)CC2=O)cc1 (centres undefined)
 : 18	4	-12	19	0.6	0	96	97	7	96	11
> Cn1c(=O)[nH]c(Nc2ccc(F)cc2)c([N+](=O)[O-])c1=O
 : 5	3	18	0	0.1	-4	100	99	3	102	18
> O=C(CCC1COc2ccccc2O1)Nc1ccccn1 (centres undefined)
 : 57	1	-6	-36	0.2	-2	99	96	6	105	-3
> Cc1cc2c(cc1C)NC(CC(=O)NCc1ccccc1)C(=O)N2 (centres undefined)
 : 24	14	x	-14	1.4	9	91	94	21	93	0
> O=C(N[C@@H](Cc1ccccc1)C(=O)NC1CCCCC1)c1ccco1
 : 14	22	24	-28	-1.4	-1	96	100	5	98	14
> CCOC(=O)CSc1nnc(CNC(=O)c2ccc(OC)cc2OC)n1-c1ccc(OC)cc1
 : 13	3	x	-15	0.2	2	105	102	12	103	3
> O=C(CSc1nc(-c2ccco2)cc(C(F)(F)F)n1)N1CCc2ccccc2C1
 : 31	23	x	9	0.8	-4	100	96	8	101	20
> COc1cc(C(=O)OCC(=O)NC(=O)c2cccn2C)ccc1OC(F)F
 : 24	12	-1	-18	1.1	-1	99	101	11	101	23
> Cc1cccc(NC(=O)CC2CCC2)c1
 : 25	0	x	-5	-0.2	0	111	108	7	110	-3
> COc1ccc(Cn2nnnc2C(C(C)C)N2CCc3ccccc32)cc1 (centres undefined)
 : 52	15	x	-53	20	2	149	132	7	147	23
> COc1cc2c3nnc(-c4ccc(F)cc4)c-3cn(Cc3ccc(F)cc3)c2cc1OC
 : 19	4	x	-36	0.3	0	100	101	6	97	-43
> CC(C)(CO)NC(=O)Nc1ccc(Cl)c(Cl)c1
 : 17	3	7	-47	0.0	5	105	106	12	99	-2
> O=C(CN1CCN(c2ccc(Cl)cc2)CC1)Nc1cccc(F)c1
 : 16	0	-1	-36	0.4	0	103	102	11	100	14
> CC(/C=C1\SC(=O)N(CCCC(=O)O)C1=O)=C\c1ccccc1
 : 13	12	x	4	0.3	-8	165*[activator]	132	2	160*[activator]	28
> CCOC(=O)N1N=C(c2ccccc2)CC1(O)C(C)(F)F (centres undefined)
 : 15	0	x	-18	-0.7	3	96	97	10	93	12
> O=C(COc1ccccc1)NCc1n[nH]c(=S)n1-c1ccccc1
 : 19	2	12	-36	0.6	-4	98	99	23	99	10
> CC(C)(C)NC(=O)C(=O)NNC(=O)c1cccc(Br)c1
 : 19	0	3	-34	-0.1	-6	99	99	6	99	6
> O=C(O)c1oc2ccccc2c1CSCc1ccccc1
 : 20	1	12	-19	-0.3	-1	101	101	5	102	10
> CCC(C)NCCOCCOc1ccc(Br)cc1 (centres undefined)
 : 22	-1	-59	17	-1.0	0	97	102	9	101	19
> COC(=O)CSc1nc(C)cc(N2CCOCC2)n1
 : 12	7	-44	-15	0.4	3	101	102	3	98	8
> O=C(Nc1ccc2c(c1)OCO2)N1CCN(c2ncccn2)CC1
 : 43	1	x	-12	0.1	0	97	99	2	97	-1
> Cc1ccc(C(=O)NCC(=O)OCC(=O)c2ccc3c(c2)NC(=O)CO3)cc1
 : 14	5	15	-22	-1.1	0	99	98	6	95	14

Outcome played no part in choosing rows. About 3.3% of those tested had a hit in this group.
